Screens deposited in PubChem BioAssay by National Center for Advancing Translational Sciences (NCATS).
SNCA expr inhib = SNCA gene expression inhibition. HEK-293 SNCA-luciferase knock-in, luminescence, 24 h. Potency, µM (top dose mostly 57.2 µM), for inactives: top-dose activity change, negative = inhibition, most hits filed as inhibitors. 140,000 tested, 0.17% active. AID 1671194;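 note: potency is the fitted concentration of half-maximal effect; plate controls were DMSO cells for no effect and cell-free wells for full effect; nearly all actives have a fitted effect of over 45% in size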
HEK293 viab = cell viability loss counter-screen | HEK-293-SNCA-luc viability, GF-AFC fluorescence, 24 h | Potency, µM (series often up to 57.1 µM), for inactives: at the top dose activity change, negative = cytotoxicity, usual class: cytotoxic | 150,000 tested, 0.12% active;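 note: potency is the fitted concentration of half-maximal effect; 0% = DMSO-treated cells and -100% = medium-only wells without cells; nearly all actives have a fitted effect of over 30% in size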
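Cytotoxicity counterscreen: after 24 h compound treatment of genome-edited SNCA-luciferase HEK-293 cells, live-cell protease substrate GF-AFC read by fluorescence after 30 min; activity scaled between DMSO (0%) and medium-only (-100%), curves Hill-fitted.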
3T3 cytotox = NIH 3T3 cell cytotoxicity. 94,000 tested, 4.3% active. NIH 3T3 viability, CellTiter-Glo ATP luminescence, 48-72 h. Potency, µM (top dose mostly 96.7 µM), for inactives: top-dose activity change, negative = cytotoxicity, hits mostly inhibitors; note: potency is the fitted concentration of half-maximal effect; nearly all actives have a fitted effect of over 55% in size
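Cytotoxicity was measured by CellTiter-Glo ATP luminescence after 48 or 72 h compound exposure at 37 °C. Mouse NIH 3T3 fibroblasts were seeded at 400 cells/well and dosed by 23 nL pin transfer.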
GPT2 inhibitor = inhibitors of human GPT2 alanine aminotransferase; Q8TD30; Recombinant GPT2, coupled pyruvate oxidase/HRP Amplex Red fluorescence; Potency, µM (titrated, usually from 57.7 µM), inactives show at the top dose activity change, negative = inhibition, usual class: inhibitors; 100,000 tested, 0.25% active; note: potency is the fitted concentration of half-maximal effect; nearly all actives have a fitted effect of over 60% in size; many of its hits are not listed in these tables
Target sequence (Q8TD30 whole entry, looked up): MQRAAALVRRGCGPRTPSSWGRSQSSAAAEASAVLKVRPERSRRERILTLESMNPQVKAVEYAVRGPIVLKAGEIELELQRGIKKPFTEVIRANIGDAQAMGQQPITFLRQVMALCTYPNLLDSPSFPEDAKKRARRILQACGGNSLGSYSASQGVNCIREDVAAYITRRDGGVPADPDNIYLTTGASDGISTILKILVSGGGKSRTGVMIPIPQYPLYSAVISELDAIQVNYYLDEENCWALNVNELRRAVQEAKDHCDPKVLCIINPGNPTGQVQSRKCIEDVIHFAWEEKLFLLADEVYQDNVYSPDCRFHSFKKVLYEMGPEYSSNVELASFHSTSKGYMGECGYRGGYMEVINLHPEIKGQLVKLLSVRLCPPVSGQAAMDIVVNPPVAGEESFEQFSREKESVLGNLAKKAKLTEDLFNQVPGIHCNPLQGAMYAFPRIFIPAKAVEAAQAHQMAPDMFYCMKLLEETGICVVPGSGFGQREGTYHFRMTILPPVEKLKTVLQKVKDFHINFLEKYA
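GPT2 10ng/uL, a-KG 250uM, L-Ala 2mM, HEPES pH7.5 + 0.0001% Tween; 30 min RT. Then Amplex mix (PO/HRP/ThPP), 30 min RT dark, fluorescence. AOA 50uM used as positive control.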
Luciferase inh = blocks purified firefly luciferase enzyme activity | Potency, µM (top dose mostly 115 µM), inactives show at the highest dose activity change, negative = inhibition, usual class: inhibitors | P08659 | purified P. pyralis luciferase, luminescence, biochemical | 76,000 tested, 2.5% active; note: potency is the fitted concentration of half-maximal effect; nearly all actives have a fitted effect of over 65% in size
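Luminescence read by CCD imaging after purified firefly luciferase (10nM final) was added to substrate buffer holding 10uM D-luciferin and 10uM ATP, pH 7.5, pre-dosed with compound.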
IP6K1 inh = inhibitors of human IP6K1 | Q92551 | IP6K1 kinase, ADP-Glo luminescence, 2 h; active compounds read low | activity change, % (series mostly up to about 58 µM) | 140,000 tested, 0.81% active; in the data active = activity change below about -25%
Target sequence (Q92551 whole entry, looked up): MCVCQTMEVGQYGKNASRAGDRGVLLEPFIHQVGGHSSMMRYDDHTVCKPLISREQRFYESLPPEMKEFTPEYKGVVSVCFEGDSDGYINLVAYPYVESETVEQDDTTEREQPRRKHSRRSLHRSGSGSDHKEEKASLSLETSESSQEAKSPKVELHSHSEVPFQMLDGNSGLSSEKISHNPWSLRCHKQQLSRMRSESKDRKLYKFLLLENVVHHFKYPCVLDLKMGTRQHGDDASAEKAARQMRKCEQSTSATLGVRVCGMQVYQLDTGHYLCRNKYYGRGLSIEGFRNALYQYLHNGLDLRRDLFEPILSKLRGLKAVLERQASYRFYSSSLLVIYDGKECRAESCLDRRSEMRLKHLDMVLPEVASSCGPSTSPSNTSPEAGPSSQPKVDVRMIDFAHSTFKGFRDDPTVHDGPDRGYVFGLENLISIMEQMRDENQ
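ADP-Glo luminescence measures ADP made by human IP6K1 during a 2 h RT reaction with ATP/IP6 (mix at 1.3 mM/130 uM); top library doses 57.5 and 19.1 uM final.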
HEK293 tox = kills HEK 293 cells; 94,000 tested, 6.6% active; Potency, µM (top dose mostly 115 µM), without a hit: top-dose activity change, negative = cytotoxicity, hits mostly inhibitors; HEK 293 viability, ATP luminescence (CellTiter-Glo), 48-72 h; note: potency is the fitted concentration of half-maximal effect; nearly all actives have a fitted effect of over 60% in size
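Luminescence from cellular ATP, measured with CellTiter-Glo, indicates HEK 293 viability. Cells plated at 250 cells/well are treated with compound for 48 or 72 hr at 37 degree Celsius before reagent addition.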
Starred values were filed as active, the others as inactive; i = inactive; ? = inconclusive; nt = not tested or not shown; [ ] = dose if it differs, or a comment. Unless noted, calls come from the whole dose curve; as a rule, active = well fitted curve in the direction sought with a large enough effect; inconclusive = small, poorly fitted or top-dose-only effect, or another doubt; inactive = no such curve, though single readings can be large; an effect the other way counts as inactive or inconclusive. Unless noted, % is set by controls: 0 for no effect and ±100 for the full control effect. Not all compounds are listed; rates above refer to the full screens.

| compound | SNCA expr inhib | HEK293 viab | 3T3 cytotox | GPT2 inhibitor | Luciferase inh | IP6K1 inh | HEK293 tox |
| --- | --- | --- | --- | --- | --- | --- | --- |
| CCn1cc(C(=O)OCC(=O)Nc2cc(Cl)ccc2OC)c(=O)c2ccc(C)nc21 | -6.8% | -2.7% | nt | nt | nt | 11.4 | nt |
| O=C1CCN(C(=O)COc2ccc(F)cc2)CCCCCCN1 | 3.7% | -7.6% | -17.8% | -4.0% | 1.2% | 6.0 | 2.1% |
| O=C(Cc1ccc(F)cc1)N1CCC(c2nn(-c3ccc(Cl)cc3)c(=O)[nH]2)CC1 | -4.3% | -1.6% | ? | i | -0.5% | 17.2 | ? |
| Cc1c(Cl)cccc1NC(=O)Cn1c(C)cc2nc3n(c(=O)c21)CCCCC3 | -5.0% | -20.9% | -3.8% | 1.5% | 2.0% | -0.8 | -23.8% |
| CCN(CCCNC(=O)CSc1cc(=O)n(CC)c2ccccc12)c1cccc(C)c1 | ? | -8.8% | nt | nt | nt | -16.0 | nt |
| O=C(Nc1nc2c(Cl)cccc2s1)c1ccc(S(=O)(=O)N2CCc3ccccc32)cc1 | ? | -13.9% | nt | nt | nt | 1.4 | nt |
| CC(C)c1ccc(CNc2n[nH]c(-c3ccco3)n2)cc1 | 30.5%[activator] | 0.2% | nt | nt | nt | -17.8 | nt |
| COC(=O)c1cc(-c2ccc(C)cc2)c2c(=O)n(C)c(=O)n(C)c2n1 | 14.2% | 3.5% | nt | nt | nt | -0.3 | nt |
| Cc1ccccc1CNC(=O)c1oc2c(c1C)-c1nn(Cc3ccc(Cl)cc3)cc1CC2 | ? | -8.7% | nt | nt | nt | 4.1 | nt |
| CC(=O)N1CCC(NC[C@H]2O[C@@H]3C[C@@H](CC(=O)NC(C)C)O[C@@H]3[C@@H]2O)CC1 | ? | 0.9%[87.6 µM] | i | 4.9%[88.5 µM] | -4.3%[172 µM] | 3.7 | -1.9%[172 µM] |
| Cc1ccc(-c2nnc(C3CN(C(=O)CCc4ccccc4)CC34CCOCC4)o2)cc1 (stereo unspecified) | -3.9% | -3.7% | -7.2% | -12.3% | -3.2% | 1.4 | -9.7% |
| COc1ccc(Nc2ncnc3c2nc2n3CCCCC2)cc1 | 37.6%[activator] | -8.9% | nt | nt | nt | 0.6 | nt |
| COCC(=O)N1CCC(c2nc(C3CCOCC3)n[nH]2)CC1 | 1.6% | 1.9% | i | i | 6.3% | -10.7 | -11.5% |
| O=C(OCC1CCCO1)c1ccc2c(c1)N(Cc1ccc(F)cc1)C(=O)c1ccccc1S2(=O)=O (stereo unspecified) | 11.8% | -0.3% | nt | nt | nt | 13.6 | nt |
| Fc1ccc(-c2csc(-c3nc(-c4ccc(Br)s4)cs3)n2)cc1 | 37.0%[activator] | 6.9% | nt | nt | nt | 16.1 | nt |
| COc1ccc(C(=O)N2CCC3(CC2)CC(c2nc(C)no2)N(C)C3)cc1 (stereo unspecified) | -14.9% | 1.8% | -6.3% | ? | nt | 12.7 | -17.1% |
| CC(=O)Nc1ccc([C@H]2OCC(=O)N(Cc3ccc(F)cc3)[C@@H]2CO)cc1 | 10.7%[87.6 µM] | 6.7%[87.6 µM] | 2.5%[174 µM] | i | -2.5%[172 µM] | 2.3 | 4.0%[172 µM] |
| CC[C@H]1CN(S(=O)(=O)c2ccccc2)CC[C@H]1CC(=O)N1CCC(C(=O)OC)CC1 | -9.6% | -1.7% | 2.6% | -1.3% | -0.9% | 4.9 | -0.8% |
| Cc1c(CC(=O)N2CCCCC2)c(=O)oc2c(C)c3occ(C(C)(C)C)c3cc12 | -11.5% | 4.9% | nt | nt | nt | 0.0 | nt |
| COc1ccc(N2CCN(S(=O)(=O)c3ccc(F)c(C(=O)Nc4ccccc4Cl)c3)CC2)cc1 | -20.5% | -1.8% | nt | nt | nt | -16.8 | nt |
| COc1ccc(C(=O)NCc2nnc3c(-c4nc(C5CC5)no4)cccn23)c(C)c1 | ? | -7.1% | -9.0% | 2.2% | -4.0% | 11.9 | ? |
| C[S+](=O)([O-])N1CC2(Cc3ccccc31)CN(C(=O)c1ccccc1)C2 | 31.5%[activator] | -1.1% | -16.4% | -0.4% | 3.1% | -11.8 | ? |
| COc1ccccc1NC(=O)CSc1nnc2c(n1)[nH]c1ccccc12 | 81.9%[activator] | -1.5% | nt | nt | nt | 24.0 | nt |
| Cc1noc([C@@H]2CN(C(=O)c3ccoc3C)C[C@H]2CO)n1 | -15.1% | 3.2% | i | -2.6% | -8.7% | -7.2 | i |

Structures listed so far containing an aryl thioether with sulfur outside any ring (two):
| compound | SNCA expr inhib | HEK293 viab | 3T3 cytotox | GPT2 inhibitor | Luciferase inh | IP6K1 inh | HEK293 tox |
| --- | --- | --- | --- | --- | --- | --- | --- |
| CCN(CCCNC(=O)CSc1cc(=O)n(CC)c2ccccc12)c1cccc(C)c1 | ? | -8.8% | nt | nt | nt | -16.0 | nt |
| COc1ccccc1NC(=O)CSc1nnc2c(n1)[nH]c1ccccc12 | 81.9%[activator] | -1.5% | nt | nt | nt | 24.0 | nt |

The list goes on.
| compound | SNCA expr inhib | HEK293 viab | 3T3 cytotox | GPT2 inhibitor | Luciferase inh | IP6K1 inh | HEK293 tox |
| --- | --- | --- | --- | --- | --- | --- | --- |
| COc1cccc(C2C=C(c3ccc(C)cc3)Nc3c(C(=O)Nc4ccc(F)cc4)cnn32)c1OC (stereo unspecified) | 9.3% | 5.5% | nt | nt | nt | -23.1 | nt |
| Cc1ccc(NCc2cccn2-c2nnc(N3CCC(C(=O)NCc4ccccc4C)CC3)s2)cc1 | -9.2% | -7.8% | nt | nt | nt | 18.9 | nt |
| CCc1ccc(N2C(=O)CSC23C(=O)N(Cc2cccc(OC)c2)c2ccccc23)cc1 (stereo unspecified) | -18.0% | -1.6% | nt | nt | nt | -0.3 | nt |
| Cn1c(=O)cc(SCC(=O)N2CCN(c3ccc(F)cc3)CC2)c2ccc(Cl)cc21 | -5.8% | 6.5% | nt | nt | nt | 24.9 | nt |
| CCOC(=O)c1ccc(N2C(=O)c3[nH]nc(-c4ccc(C)cc4)c3C2c2cccs2)cc1 (stereo unspecified) | ? | ? | nt | nt | nt | 4.6 | nt |
| Cc1ccccc1C(=O)Nc1cccc(NC(=O)c2ccc(C(C)(C)C)cc2)c1 | 63.5%[activator] | -12.5% | nt | nt | nt | 9.0 | nt |
| COC(=O)c1ccc2nc(CO[C@H]3CN(Cc4ncccc4C)C[C@H]3F)[nH]c2c1 | 9.1%[87.6 µM] | -0.4%[87.6 µM] | -1.2%[138 µM] | -4.8%[88.5 µM] | 0.5%[172 µM] | -8.1 | -13.6%[172 µM] |
| O=C(CN1C(=O)COc2ccc(C(=O)COc3ccccc3F)cc21)NC1CCCCC1 | -15.0% | -15.5% | -10.4% | i | -1.4% | 3.9 | -18.2% |
| CSc1ccc(-c2cccc(C(=O)NCCNC(=O)c3ccc(Cl)cc3)c2)cc1 | -23.4% | -5.4%[12.5 µM] | ? | -16.3% | nt | 8.0 | -26.6% |
| CCOc1ccc(N(CC)C(=O)c2cc3c(s2)-c2ccc(Cl)cc2SC3)cc1 | -15.1% | 11.4% | nt | nt | nt | 15.9 | nt |
| Cc1ccc(N2CCC(NC(=O)c3ccc4[nH]ccc4c3)C2=O)cc1C (stereo unspecified) | 0.5% | -17.5% | -32.2% | i | -27.9% | -14.3 | -24.7% |
| Cc1ccccc1CN1CCC(CNc2ncnc3onc(-c4ccc(F)cc4)c23)CC1 | 41.0%[activator] | 4.4% | nt | nt | nt | 6.9 | nt |
| CC(=O)C1CCC(=O)N1Cc1ccccc1 (stereo unspecified) | nt | -25.3% | nt | i | nt | 11.0 | nt |
| C=CCNC(=O)Cc1ccc(N(Cc2ccc(C)cc2)C(=O)c2ccco2)cc1 | -10.0% | 8.0% | -25.5% | i | -5.1% | -9.2 | ? |
| Cc1cncc(C(=O)N2CCOc3c(O)cc(-c4nc5ccccc5s4)cc3C2)c1 | 20.8% | -28.1% | ? | -22.5% | ? | -11.6 | 39.8µM* |
| COc1ccc(Nc2c(-c3cc(Br)ccc3O)nc3ncccn23)cc1OC | -23.2% | ? | nt | nt | nt | -11.8 | nt |
| Cc1ccc(OCC(=O)Nc2cccc(OCc3cc(=O)n4cccc(C)c4n3)c2)cc1C | 15.0% | 0.0% | nt | nt | nt | -10.2 | nt |
| CCCN(CC1CCOC1)S(=O)(=O)c1ccc(Cl)cc1 (stereo unspecified) | 2.4% | -0.6% | -9.3% | 2.7% | 11.2% | -4.2 | -9.5% |
| COc1ccc(C(C)NC(=O)c2noc(-c3ccc(F)cc3)n2)cc1OC (stereo unspecified) | -9.2% | 4.3% | -24.9% | i | -6.9% | 11.4 | ? |
| COc1cccc(CN2CCOC3CCN(CCCc4ccccc4)CC3C2=O)c1 (stereo unspecified) | 19.5%[87.6 µM] | -0.1%[87.6 µM] | 79.4µM* | -10.6%[88.5 µM] | 8.9%[172 µM] | -6.8 | ? |
| CN1CCC(NC(=O)c2ccc(OC3CCNCC3)nc2)CC1 | -17.0% | 9.3% | -28.8% | 3.8% | 0.9% | 35.5 | -3.1% |
| CCC(CC)c1nc(CN2C(=O)NC(c3ccc(OC)cc3)C3=C2COC3=O)no1 (stereo unspecified) | -2.4% | 6.5% | -16.4% | i | 4.1% | -7.5 | -15.9% |
| CC(=O)c1cccc(NC(=O)c2ccc3c(c2)N(Cc2ccc(C)cc2)CCS3)c1 | 57.0%[activator] | -3.7% | nt | nt | nt | -12.6 | nt |
| CC(C)C(=O)N1CCC2(CC1)CC(N(Cc1ccccc1)C1CC1)CCO2 (stereo unspecified) | ? | 6.9% | ? | i | -11.2% | 7.0 | ? |
| CCc1ccccc1NC(=O)CN1C(=O)CCc2cc(S(=O)(=O)N3CCCCC3)ccc21 | 5.1% | 2.2% | nt | nt | nt | 3.2 | nt |
| Cn1ccc(NC(=O)[C@@H]2C[C@H](c3ccc(F)cc3)N(Cc3ccccc3Cl)C2)n1 | -28.3%[87.6 µM] | ? | ? | -15.8%[88.5 µM] | 1.2%[172 µM] | 16.0 | 50.1µM* |
| COc1ccc(-c2noc([C@@H]3CCCN3C(=O)c3ccc(N(C)C)cc3)n2)cc1OC | 83.4%[activator] | -26.2% | -33.3% | i | -14.0% | -4.0 | ? |
| CCCn1cc(-c2ccnc(NCc3cccc(C)c3)n2)c(C)n1 | -3.7% | 3.0% | ? | i | -7.5% | 0.2 | ? |
| N#Cc1ccccc1-c1cc2c(ccn2Cc2ccncc2)c(N2CCOCC2)n1 | -12.1%[87.6 µM] | -14.3%[87.6 µM] | ? | i | 1.5%[172 µM] | 4.6 | ? |
| Cc1ccsc1C(=O)N1CCCC(c2nnnn2C)C1 (stereo unspecified) | 36.6%[activator] | 13.3% | -9.6% | -3.0% | 0.0% | 16.6 | -0.7% |
